Assay outcomes as filed in PubChem BioAssay.
miR122 inh – inhibitors of miR-122 in Huh7 cells | Huh7 miR-122 Renilla luciferase sensor, 48 h; neutral wells = 0, positive control = 100 | 340,000 compounds, 0.3% hits | activation (reporter increase), % at 12.5 µM;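 active means mean replicate activation score at least 90 and every replicate individually at or above 90; inconclusive means only one of the two criteria met; inactive means neither criterion met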;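 further: higher luciferase means less miR-122 activity so hits act as miR-122 inhibitors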
SIRT5 inh – sirtuin-5 (human) deacylase inhibition; 330,000 compounds, 1.1% hits; AID 652115; Q9NXA8; inhibition, % at 15 µM; Purified SirT5, succinyl-peptide AMC, trypsin-coupled fluorescence; in the data active means inhibition above about 15%; inconclusive means no clear call, values can overlap the other calls
Target sequence (Q9NXA8 whole entry, looked up): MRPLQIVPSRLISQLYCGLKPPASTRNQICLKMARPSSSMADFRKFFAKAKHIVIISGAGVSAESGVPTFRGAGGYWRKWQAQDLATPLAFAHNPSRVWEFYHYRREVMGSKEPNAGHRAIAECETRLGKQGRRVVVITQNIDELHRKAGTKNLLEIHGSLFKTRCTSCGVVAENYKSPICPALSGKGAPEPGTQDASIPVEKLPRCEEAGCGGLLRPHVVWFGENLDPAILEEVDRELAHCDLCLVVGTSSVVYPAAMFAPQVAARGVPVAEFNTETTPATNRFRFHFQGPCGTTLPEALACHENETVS
esBAF inh – inhibitors of esBAF chromatin remodeling in mouse ES cells; Bmi1-luciferase knock-in reporter, 24 h; 100% = twice the neutral-well signal; reporter increase, % at 12.5 µM; 350,000 compounds, 2% hits; AID 602393; in the data active means activation above about 40%; inconclusive means no clear call, values can overlap the other calls;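 further: 0% = median of the plate's neutral control wells and 100% = double that signal; a rise in the Bmi1 reporter signal indicates esBAF inhibition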
C2C12 statin – suppressors of simvastatin-induced myotoxicity in C2C12 myotubes. ATP luminescence, 48 h; scaled: DMSO 0, geranylgeraniol control 100. rescue of ATP level, % at 7.49 µM. 330,000 compounds, 0.78% hits. AID 602340;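 active means mean ATP rescue above about 67%, or every replicate alone reaching that limit, limit read from the data, passing the limit was not always enough; inconclusive means no clear call, values can overlap the other calls; inactive means mean under the limit and some replicate under it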;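 further: myotubes were challenged with 10 µM simvastatin during compound exposure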
Cneo AK release – causes C. neoformans cell lysis; adenylate kinase release luminescence, 4 h; normalised: neutral wells 0, clomiphene wells 100; lysis activity, % at 15 µM; 360,000 compounds, 0.2% hits;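 active means mean lysis activity across replicates of at least 80%, whatever share of replicates individually reach that level; inactive means mean lysis activity below 80%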
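read-out = cell lysis signal | test system = log-phase Cryptococcus neoformans yeast cells | input = cells at 5 × 10^6 per mL | medium = fresh YPD growth medium | signal = luminescent adenylate kinase detection reagent | timing = 4 h at 37 °C static, read 1 h later | dosing = single dose | controls = Clomiphene as positive lysis control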
ERp5 block – inhibitors of human ERp5; AID 651711; 350,000 compounds, 0.05% hits; inhibition, % at 9.99 µM; ERp5 insulin aggregation, absorbance 650 nm, 90 min;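 active means mean replicate inhibition above about 25%, with every replicate also reaching it, limit read from the data, passing the limit was not always enough; inconclusive means only one of those two criteria met; inactive means neither criterion met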
Target sequence (Q15084 whole entry, looked up): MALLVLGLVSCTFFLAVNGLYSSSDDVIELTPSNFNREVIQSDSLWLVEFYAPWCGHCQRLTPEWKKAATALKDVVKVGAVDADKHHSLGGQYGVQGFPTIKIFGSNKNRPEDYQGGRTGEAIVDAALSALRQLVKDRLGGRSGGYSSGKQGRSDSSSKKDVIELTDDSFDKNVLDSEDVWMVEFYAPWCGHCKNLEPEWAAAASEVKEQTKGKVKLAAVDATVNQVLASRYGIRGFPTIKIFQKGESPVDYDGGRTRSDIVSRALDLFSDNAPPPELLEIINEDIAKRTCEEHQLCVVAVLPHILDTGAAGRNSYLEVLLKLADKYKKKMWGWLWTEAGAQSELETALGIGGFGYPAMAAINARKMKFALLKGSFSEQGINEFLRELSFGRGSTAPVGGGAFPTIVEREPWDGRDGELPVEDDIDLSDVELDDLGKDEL
ARNT TACC3 PPI – disrupts binding between human ARNT and TACC3 | AlphaScreen His-ARNT PAS-B/GST-TACC3 binding, luminescence; TACC3 fragment carries E629A point mutation | AID 623870 | Q9Y6A5 | inhibition, % at 9.99 µM | 390,000 compounds, 0.66% hits;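 active means mean inhibition of replicates at least 50% and at least half of replicates each reaching 50%; inconclusive means half or more replicates reach 50% but mean below 50%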;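 further: 0% = complete ARNT plus TACC3 wells and 100% = ARNT alone without TACC3; many hits fall short of the cut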
Numbers without * were called inactive; ? = inconclusive; nt = not tested or not shown; [ ] = dose if it differs, or a comment.

Every second line gives: miR122 inh | SIRT5 inh | esBAF inh | C2C12 statin | Cneo AK release | ERp5 block | ARNT TACC3 PPI
Cc1ccc(C)c(NC(=O)c2cc(C)nc3ccccc23)c1
→ 5 | -5 | 1 | -1 | -3 | 5 | -9
CCOC(=O)C1CCN(C(=O)CSc2ccccc2Cl)CC1
→ -7 | 0 | 5 | 9 | 11 | -2 | 1
Cc1cccc(C(=O)Nc2nccs2)c1[N+](=O)[O-]
→ 2 | nt | nt | nt | 0 | -1 | 4
Cc1cc(NC(=O)c2cc(Cl)ccc2Cl)no1
→ -4 | nt | -6 | -4 | -1 | nt | -4
CC(NC(=O)Nc1ccc(Cl)cc1)c1ccccc1 (stereo unspecified)
→ nt | 0 | 3 | -3 | 1 | 0 | -7
CNc1c(NS(=O)(=O)c2ccc(F)cc2)c(=O)oc2ccccc12
→ nt | -2 | -9 | -2 | -1 | 3 | nt
O=C(O)c1ccc(CSc2nnc(-c3cccnc3)n2-c2ccc(Br)cc2)cc1
→ nt | -2 | nt | nt | nt | -2 | 15
C/C=C/c1ccc([C@@H]2[C@H](C#N)N(C(=O)Cc3ccccn3)[C@H]2CO)cc1
→ nt | 2 | 1 | -14 | 1 | 8 | 32
Cc1cc(C)cc(NC(=S)N2CCN(C(=O)c3ccco3)CC2)c1
→ -8 | -1 | 2 | 5 | -1 | -5 | nt
CC(C)Oc1ccc(S(=O)(=O)N2CCOCC2)cc1NC(=O)c1ccc(N2CCCC2=O)cc1
→ 1 | -2 | -1 | 6 | -2 | 2 | -4
Cc1nn2c(NCc3cccnc3)c3c(nc2c1-c1ccccc1)CCC3
→ -2 | -2 | nt | nt | -2 | 2 | -3
C[C@H]1CN([C@@H](C)CO)C(=O)c2cc(NS(=O)(=O)c3ccc(F)cc3)ccc2O[C@H]1CN(C)C(=O)NC1CCCCC1
→ -9[16.7 µM] | nt | 0 | 27 | -2 | 1 | nt
COc1ccc(NC(=O)CCN=C2NS(=O)(=O)c3ccccc32)cc1S(=O)(=O)N(C)C
→ -10 | 3 | 2 | 9 | -1 | 7 | nt
Cc1ccccc1CN(c1ccc(C(=O)N/N=C/c2ccc(OCC(N)=O)cc2)cc1)S(C)(=O)=O
→ nt | 2 | nt | nt | nt | -5 | 6
N/C(=N\OC(=O)c1cccs1)c1cccc(Br)c1
→ 42 | 1 | 22 | 50 | 2 | 0 | 5
CC1CC(C)CN(C(=O)c2ccc(C(=O)c3ccccc3)cc2)C1 (stereo unspecified)
→ -4 | 0 | 1 | -17 | nt | 21 | 2
Cc1noc(C)c1S(=O)(=O)N(C)C[C@@H]1OCCCC[C@@H](C)Oc2ccc(NS(=O)(=O)c3ccc(Cl)cc3)cc2C(=O)N([C@H](C)CO)C[C@H]1C
→ -8[16.7 µM] | -2 | 4 | nt | -1 | 9 | -7
COC(=O)c1ccccc1NC(=O)c1cc(C2CC2)on1
→ 4 | 7 | 17 | -2 | -2 | -1 | -5
O=C(NCCS(=O)(=O)c1ccc(Br)cc1)c1ccc(Cl)cc1Cl
→ nt | -1 | -4 | 4 | -2 | 2 | -15
C[C@@H]1CCCCO[C@H](CN(C)CC2CCCCC2)[C@@H](C)CN([C@H](C)CO)C(=O)c2cc(NC(=O)Nc3ccc(C(F)(F)F)cc3)ccc2O1
→ 11[16.7 µM] | 2 | -4 | nt | 55 | -2 | 1
O=C1NC(=S)N/C1=C\c1cccnc1
→ -4 | -1 | nt | nt | -2 | 7 | 2
CCOc1cc(/C=N/n2cnnc2)ccc1O
→ -7 | -6 | 3 | 5 | -1 | -9 | -1
Cn1cc(S(=O)(=O)N2CCCC2)cc1C(=O)N1CCN(c2cccc(Cl)c2)CC1
→ -4 | -1 | 10 | -2 | -3 | -4 | -1
Cc1ccc(Cl)cc1N(CC(=O)NCc1ccccc1)S(C)(=O)=O
→ 1 | nt | -2 | -3 | 1 | 0 | 2
COc1ccc(CCC2(C)NC(=O)NC2=O)cc1 (stereo unspecified)
→ -6 | 0 | -4 | 4 | 0 | -2 | -3
N#C[C@@H]1[C@@H](c2ccc(-c3ccccc3F)cc2)[C@H](CO)N1C(=O)C1CCOCC1
→ nt | 3 | -5 | -13 | -2 | 3 | -29
COc1ccc(C(=O)Nc2ccc3c(c2)C(=O)N(C)C[C@H](OC)[C@@H](C)CN(C)[C@@H](C)CO3)cc1
→ nt | -4 | -3 | 8 | -4 | 1 | -1
CCOC(=O)C(=NC1CCS(=O)(=O)C1)NNc1cc(Cl)ccc1Cl (stereo unspecified)
→ 16 | 11 | nt | nt | 15 | 0 | -12
CCOC(=O)N1CCN(C(=O)CSCC(=O)N=c2sc3cc(OC)ccc3n2C)CC1
→ -3 | 3 | 10 | -2 | 1 | 0 | 6
CCOC(=O)N1CCN(S(=O)(=O)c2ccc(C)cc2)C1
→ -3 | -2 | -3 | 6 | nt | 0 | 0
COc1cc(NC(=O)c2sc3ncn(CC(=O)N4CCC(C)CC4)c(=O)c3c2C)cc(OC)c1OC
→ -15 | -1 | -1 | -5 | 2 | -1 | 0
O=C(N/N=C/CCc1ccccc1)C1CCCCC1
→ nt | -1 | nt | nt | nt | 0 | -7
COc1ccc(NC(=O)N[C@@H]2C=C[C@@H](CC(=O)NC3CCC3)O[C@H]2CO)cc1
→ nt | 1 | 3 | -6 | -3 | 3 | 5
Cc1nn(C)c(C)c1C1C(C#N)=C(N)OC2=C1C(=O)CCC2 (stereo unspecified)
→ nt | -1 | nt | nt | nt | 20 | 1
O=C(CN(Cc1ccc(Br)cc1)S(=O)(=O)c1ccccc1)NCc1ccncc1
→ 1 | 0 | nt | nt | 0 | 1 | -7
C[C@H]1CN([C@@H](C)CO)C(=O)c2cc(C#Cc3ccccc3)cnc2O[C@H]1CN(C)C(=O)c1ccccn1
→ -7[16.7 µM] | 0 | -10 | -18 | 5 | -1 | -5
CCC1C(=O)n2nc(-c3ccccc3)cc2N=C1C (stereo unspecified)
→ nt | 0 | nt | nt | nt | -6 | -10
CCC(=O)N1[C@@H]2Cn3c(cccc3=O)[C@H]1[C@@H](C(=O)NCc1ccc(F)cc1)[C@@H]2CO
→ 3[16.7 µM] | 3 | -4 | 1 | -1 | -1 | -8
Fc1ccc(CNn2cnnc2SCc2ccc(F)cc2)cc1
→ -3 | nt | -8 | 19 | -3 | nt | -7
COc1ccc(C(=O)CN2C(=O)NC3(CCCCCC3)C2=O)c(OC)c1
→ nt | -4 | ? | -5 | 3 | -1 | -3
CCOc1ccc(C(C)=O)cc1N1C(=O)C2C3C=CC(C3=C(C)C)C2C1=O (stereo unspecified)
→ -4 | -1 | nt | nt | nt | 3 | -4
Cc1cc(C)c(S(=O)(=O)N2CCCC(C(=O)NCc3ccccn3)C2)c(C)c1 (stereo unspecified)
→ nt | -1 | -4 | -1 | 0 | 8 | nt
CC(C)Oc1ccc(CC(=O)NNC(=S)Nc2ccc(Br)cc2)cc1
→ 3 | -2 | -3 | 7 | 6 | 12 | 2
Cc1ccccc1C(=O)c1c[nH]c(C(=O)NCC2CCCO2)c1 (stereo unspecified)
→ -1 | nt | 9 | 2 | 1 | nt | 2
Cc1cc(Cl)ccc1OCCCC(=O)NCCN1C(=O)S/C(=C\c2cccnc2)C1=O
→ -1 | -1 | -7 | -20 | 1 | 0 | -1
Cc1ccc(-n2c(C)nn(CCOc3ccccc3)c2=O)cc1
→ 0 | 5 | 45* | 2 | -4 | 2 | -12
Cn1cc(CN2CCC(C(=O)N3CCCC3)CC2)c(-c2ccccc2F)n1
→ nt | 0 | nt | nt | nt | 0 | -3
COc1ccc(S(=O)(=O)N(C)C[C@@H]2OCCCC[C@H](C)Oc3ccc(NC(=O)Cc4ccccc4)cc3C(=O)N([C@H](C)CO)C[C@H]2C)cc1
→ -2[16.7 µM] | 2 | 0 | nt | 0 | 2 | 12
C[C@@H]1CCCCO[C@@H](CN(C)S(=O)(=O)c2ccc(F)cc2)[C@H](C)CN([C@H](C)CO)C(=O)c2cc(NC(=O)CCCN(C)C)ccc2O1
→ 18[16.7 µM] | -1 | -4 | nt | -12 | -2 | 1
COc1ccc(C2/C=C\CN(Cc3ccco3)CC(=O)N2Cc2ccc(F)cc2)cc1 (stereo unspecified)
→ -5 | -2 | 1 | 22 | 0 | 0 | -1
O=C(N[C@H]1c2ccccc2C[C@H]1O)C1=C[C@H](c2coc3ccccc3c2=O)C[C@H](OCCCCO)O1
→ nt | -1 | nt | nt | -1 | 2 | 8
COc1ccccc1CNC(=O)C[C@@H]1C[C@@H]2c3cc(NS(=O)(=O)c4ccc(F)cc4)ccc3O[C@@H]2[C@@H](CO)O1
→ 0[16.7 µM] | 1 | -3 | 3 | 6 | -3 | 0
COc1ccc(NC(=S)NC(NC(=O)c2cccc(Cl)c2)C(Cl)(Cl)Cl)c([N+](=O)[O-])c1 (stereo unspecified)
→ 2 | nt | 22 | -50 | 1 | nt | -12
O=C(NCc1nc(-c2ccc(C(F)(F)F)cc2)no1)Nc1ccc(OC(F)(F)F)cc1
→ -2 | 3 | nt | nt | 0 | 3 | -8
CCOC(=O)c1nn2c(C(F)(F)F)cc(-c3ccc(OC)cc3)nc2c1Br
→ -3 | -5 | 1 | -1 | -9 | 4 | 5
CCn1c(COc2ccccc2C)nnc1SCC(=O)N1CCCCC1
→ -3 | nt | nt | nt | -1 | nt | -20
CC1(C)N([O-])C2=C(c3ccccc3C2=O)[N+](=O)C1(C)C
→ 6 | nt | -3 | 6 | 0 | nt | 18
O=c1[nH]nc(SCc2nnc(-c3ccc([N+](=O)[O-])cc3)o2)n1C1CCCCC1
→ nt | 0 | nt | nt | nt | 2 | -2
Oc1ccc(NC(=S)Nc2ccc(O)cc2)cc1
→ nt | -10 | nt | nt | nt | 4 | 12
CCOC(=O)c1[nH]c(C)c(C(=O)OCC(=O)N2CCc3ccccc32)c1C
→ 2 | -5 | 7 | -2 | 5 | 0 | -2
COC(=O)CC1=C(C(=O)OC)C(c2cccs2)C(C#N)=C(N)O1 (stereo unspecified)
→ -5 | nt | -7 | 5 | 10 | nt | -2
O=C(O)CC1c2ccccc2CCN1S(=O)(=O)c1ccccc1 (stereo unspecified)
→ 1 | -2 | nt | nt | 0 | 1 | nt
CC(=O)n1cc([C@@H]2C=C(C(=O)N3CCN(Cc4ccccc4)CC3)O[C@H](OCCCCO)C2)c2ccccc21
→ nt | -3 | nt | nt | 13 | -3 | 4

4 records picked at random from those above, as already listed:
Every second line gives: miR122 inh | SIRT5 inh | esBAF inh | C2C12 statin | Cneo AK release | ERp5 block | ARNT TACC3 PPI
COc1ccc(C2/C=C\CN(Cc3ccco3)CC(=O)N2Cc2ccc(F)cc2)cc1 (stereo unspecified)
→ -5 | -2 | 1 | 22 | 0 | 0 | -1
O=C(O)CC1c2ccccc2CCN1S(=O)(=O)c1ccccc1 (stereo unspecified)
→ 1 | -2 | nt | nt | 0 | 1 | nt
COc1ccccc1CNC(=O)C[C@@H]1C[C@@H]2c3cc(NS(=O)(=O)c4ccc(F)cc4)ccc3O[C@@H]2[C@@H](CO)O1
→ 0[16.7 µM] | 1 | -3 | 3 | 6 | -3 | 0
CCn1c(COc2ccccc2C)nnc1SCC(=O)N1CCCCC1
→ -3 | nt | nt | nt | -1 | nt | -20

Compound profiles (already shown). Values in the order: miR122 inh | SIRT5 inh | esBAF inh | C2C12 statin | Cneo AK release | ERp5 block | ARNT TACC3 PPI
Results for O=C(NCc1nc(-c2ccc(C(F)(F)F)cc2)no1)Nc1ccc(OC(F)(F)F)cc1 : -2 | 3 | nt | nt | 0 | 3 | -8
Results for CCOC(=O)c1nn2c(C(F)(F)F)cc(-c3ccc(OC)cc3)nc2c1Br : -3 | -5 | 1 | -1 | -9 | 4 | 5
